Screening results as filed in PubChem.
CatL inh: inhibitors of human cathepsin L, biochemical. inhibition, %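 (tested at 10 µM)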. actives 0.17% (n = 58,000). Procathepsin L (Homo sapiens), P07711. purified cathepsin L, fluorogenic substrate, fluorescence; in the data active = inhibition above about 45%;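 note: 0% = enzyme with no compound and 100% = no enzyme blank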
FXIa mix inh: FXIa protease inhibitors in compound pools, primary screen, biochemical, 10-compound mixtures | purified FXIa, fluorogenic substrate, pooled mixtures | inhibition, % at 5 µM | actives 0.19% (n = 62,000) | AID 680, 2007;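 note: each value is inhibition by a whole ten-compound pool holding the compound; 0% = enzyme with no mixture and 100% = wells lacking enzyme; strong numbers were not always called active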
C1s block: complement C1s protease inhibitors, primary screen, biochemical, 10-compound mixtures | mean inhibition % of two 10-compound mixtures (stronger effect = higher value), % at 5 µM (by protocol) | purified C1s, fluorogenic AMC substrate, pooled mixtures | AID 538, 2006 | actives 0.16% (n = 62,000) | Complement C1s subcomponent (Homo sapiens), P09871;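 active = inhibition above 20% in each of the two 10-compound mixture wells holding the compound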;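 note: 0% = enzyme wells lacking compound mixture and 100% = no-enzyme blank wells; some compounds called inactive have numbers as strong as hits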
Target sequence (P09871 16-437 limits assumed): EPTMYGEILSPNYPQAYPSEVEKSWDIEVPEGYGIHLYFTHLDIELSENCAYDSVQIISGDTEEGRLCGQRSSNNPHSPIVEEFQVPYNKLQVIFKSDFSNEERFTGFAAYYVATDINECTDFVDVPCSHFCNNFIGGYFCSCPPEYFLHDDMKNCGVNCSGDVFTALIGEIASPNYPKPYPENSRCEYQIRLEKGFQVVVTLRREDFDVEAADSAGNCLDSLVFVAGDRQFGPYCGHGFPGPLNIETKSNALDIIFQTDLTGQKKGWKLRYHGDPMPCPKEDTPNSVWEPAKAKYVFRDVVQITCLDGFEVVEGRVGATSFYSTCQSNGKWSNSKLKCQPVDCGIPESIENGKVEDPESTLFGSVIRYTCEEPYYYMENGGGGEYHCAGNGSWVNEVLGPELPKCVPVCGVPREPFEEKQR
Target sequence (P09871 438-688 limits assumed): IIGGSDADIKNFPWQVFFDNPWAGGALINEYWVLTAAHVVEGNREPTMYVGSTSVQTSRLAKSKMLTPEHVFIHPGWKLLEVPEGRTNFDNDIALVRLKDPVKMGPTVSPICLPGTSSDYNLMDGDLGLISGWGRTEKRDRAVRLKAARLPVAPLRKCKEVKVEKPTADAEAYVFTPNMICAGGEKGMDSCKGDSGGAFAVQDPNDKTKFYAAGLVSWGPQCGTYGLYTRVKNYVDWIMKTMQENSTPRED
CatG inh: human cathepsin G inhibitors, primary screen, biochemical, pooled compound mixtures, AMC fluorescence | P08311 | purified enzyme, AMC-tetrapeptide fluorescence | inhibition, % at 5 µM (by protocol) | actives 0.2% (n = 62,000) | AID 581, 2007;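 active = inhibition above 20% in each of the two mixture wells holding the compound; inactive = inhibition of 20% or less in either well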;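 note: 0% = enzyme control without mixture and 100% = blank lacking enzyme; strong numbers were not always called active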
A340 absorber: compound light absorbance at 340 nm, profiling panel, artefact control, biochemical, MLSMR library, data from PS, PMK, MK assays. compound absorbance at 340 nm, fold over control. fold change at 10 µM. 65,000 tested, under 10 active. AID 708, 2007;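 active = at 10 µM dose, initial 340 nm absorbance at least 2 fold that of control wells; inactive = change under 2 fold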;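 note: initial absorbance extrapolated from kinetic A340 decline of NADH oxidation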
FXIIa mix inh: human factor XIIa inhibitors, primary screen, biochemical, pooled compound mixtures, fluorogenic substrate | Coagulation factor XII (Homo sapiens), P00748 | purified FXIIa | inhibition, % at 5 µM | actives 0.2% (n = 62,000) | AID 684, 2007;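 note: 0% = enzyme without compound and 100% = no enzyme blank; some results filed as inactive read as strong as hits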
CatB inh: human cathepsin B inhibitors, primary screen, biochemical, fluorogenic substrate. inhibition, %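 (tested at 10 µM)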. actives 0.1% (n = 63,000). purified cathepsin B, fluorescence; in the data active = inhibition above about 21%;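 note: 0% = enzyme with no compound and 100% = no enzyme blank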
CatS inh: inhibitors of human cathepsin S, biochemical, compound mixtures | actives 0.06% (n = 62,000) | P25774 | inhibition, %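 (tested at 5 µM per compound within 10-compound mixtures)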 | recombinant cathepsin S, AMC dipeptide fluorescence, pooled mixtures; in the data active = inhibition above about 32%, passing the limit was not always enough;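 note: 0% = enzyme without compound and 100% = blank without enzyme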
Target sequence (P25774 115-331 limits assumed): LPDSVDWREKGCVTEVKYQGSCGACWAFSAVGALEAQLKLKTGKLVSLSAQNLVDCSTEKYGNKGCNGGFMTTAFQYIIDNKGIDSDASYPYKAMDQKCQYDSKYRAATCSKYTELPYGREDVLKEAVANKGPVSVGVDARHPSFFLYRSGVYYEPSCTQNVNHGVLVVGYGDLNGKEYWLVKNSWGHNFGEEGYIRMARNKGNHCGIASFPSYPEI
CatB mix inh: cathepsin B inhibitors from pooled compounds, primary screen, biochemical, compound mixtures, AMC fluorescence; inhibition, %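 (ten-compound pools at 5 µM per compound and 50 µM total)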; Purified cathepsin B, AMC dipeptide fluorescence; actives 0.06% (n = 62,000); P07858; in the data active = inhibition above about 22%, passing the limit was not always enough;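 note: 0% = enzyme without compound and 100% = no enzyme blank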
An asterisk follows results filed as active. Cut-off read from the data, not from the text of the source, unless noted: active = inhibition above about 20% (passing the limit was not always enough); inactive = the rest. These rows are one share of the data, so the mix of outcomes need not match the whole.

Screening O=C(NCc1ccc2c(c1)OCO2)c1ccc(S(=O)(=O)NCC2CCCO2)cc1 (stereo not given) returned FXIa mix inh 3, C1s block -5, CatG inh -2, A340 absorber 1.1, FXIIa mix inh 1, CatB inh 11, CatS inh 9 and CatB mix inh 4.
`COCc1nnc(NC(=O)c2cc(Cl)ccc2OC)s1` gave CatL inh 16, FXIa mix inh -7, C1s block -29, CatG inh 3, A340 absorber 1.1, FXIIa mix inh -1, CatB inh 6, CatS inh 2 and CatB mix inh -3.
`Cc1cc(C)cc(N(CC(=O)NC2CC3CCC2C3)S(C)(=O)=O)c1` (stereo not given) gave CatL inh 20, FXIa mix inh -19, C1s block -56, CatG inh 0, A340 absorber 1, FXIIa mix inh 3, CatB inh 10, CatS inh 1 and CatB mix inh -4.
`O=C(Cn1nnc(-c2ccccc2)n1)NCc1cccs1` gave CatL inh 10, FXIa mix inh -4, C1s block 3, CatG inh 5, A340 absorber 0.98, FXIIa mix inh 4, CatB inh 1, CatS inh 20 and CatB mix inh 7.
Screening COc1cccc(-c2nn(C)c3sc(C(=O)Nc4ccc5c(c4)OCCO5)cc23)c1 returned CatL inh 3, FXIa mix inh 0, C1s block -2, CatG inh 2, A340 absorber 1.1, FXIIa mix inh 4, CatB inh 4, CatS inh -2 and CatB mix inh 1.
Screening Fc1ccc(-c2nnc3ccc(N4CCc5ccccc5C4)nn23)cc1 returned FXIa mix inh -3, C1s block -2, CatG inh 8, A340 absorber 1.1, FXIIa mix inh 3, CatB inh 0, CatS inh -3 and CatB mix inh 1.
`CC(C)CC(=O)Nc1ccc(F)c(Cl)c1` gave CatL inh 6, FXIa mix inh 4, C1s block 4, CatG inh 8, A340 absorber 1, FXIIa mix inh -14, CatB inh 1, CatS inh -4 and CatB mix inh -2.
Screening Cc1ccc(-c2nnn(CC(=O)N(Cc3ccccc3)C(C(=O)NC(C)(C)C)c3ccncc3)n2)o1 (stereo not given) returned CatL inh 0, FXIa mix inh 11, C1s block 12, CatG inh 11, A340 absorber 0.98, FXIIa mix inh 1, CatB inh 0, CatS inh 0 and CatB mix inh 1.
Screening O=C(COc1cccc(C(F)(F)F)c1)NCCCN1CCCC1=O returned CatL inh -5, FXIa mix inh 7, C1s block 2, CatG inh 5, A340 absorber 1.1, FXIIa mix inh 2, CatB inh -1, CatS inh -3 and CatB mix inh -2.
For CCOC(=O)C(CC)n1cnc2sc3c(c2c1=O)CCC3 (stereo not given) the results were CatL inh 1, FXIa mix inh 18, C1s block -3, CatG inh 8, A340 absorber 1, FXIIa mix inh 3, CatB inh 0, CatS inh 12 and CatB mix inh 6.
Screening Cc1cccc(Nc2ncnc3nc[nH]c23)c1 returned CatL inh 3, FXIa mix inh 0, C1s block 2, CatG inh 7, A340 absorber 1, FXIIa mix inh -12, CatB inh 0, CatS inh -1 and CatB mix inh 2.
N#CC1=C(N)Oc2cc3c(cc2C1c1ccc(Cl)cc1)OCO3 (stereo not given) was read as CatL inh 10, FXIa mix inh 5, C1s block 10, CatG inh 16, A340 absorber 1, FXIIa mix inh 7, CatB inh 1, CatS inh -3 and CatB mix inh 5.
COc1cccc(C(c2nnnn2CS(=O)(=O)c2ccc(C)cc2)N2CCN(C)CC2)c1OC (stereo not given) was read as CatL inh 15, FXIa mix inh 4, C1s block -20, CatG inh -10, A340 absorber 0.99, FXIIa mix inh -1, CatB inh 3, CatS inh 10 and CatB mix inh 1.
For COc1ccc(CCN2C(=O)C(O)=C(C(=O)c3ccco3)C2c2cccs2)cc1OC (stereo not given) the results were CatL inh 4, FXIa mix inh 1, C1s block 10, CatG inh 9, A340 absorber 1.1, FXIIa mix inh -3, CatB inh 5, CatS inh 0 and CatB mix inh 4.
Screening O=C(NCCCN1CCCC1=O)c1cncc(Br)c1 returned CatL inh 7, FXIa mix inh 5, C1s block 11, CatG inh 10, A340 absorber 0.97, FXIIa mix inh -1, CatB inh 0, CatS inh 10 and CatB mix inh 4.
`Cc1ccc(-n2c(=O)[nH]c3c(C(N)=O)nc(-c4ccc(C)o4)nc32)cc1` gave CatL inh -11, FXIa mix inh 6, C1s block -3, CatG inh 4, A340 absorber 1, FXIIa mix inh 1, CatB inh -2, CatS inh -4 and CatB mix inh 0.
`Cc1cc(C(=O)Nc2ccc(S(=O)(=O)Nc3onc(C)c3C)cc2)c(C)o1` gave CatL inh 15, FXIa mix inh -4, C1s block -22, CatG inh 9, A340 absorber 1.1, FXIIa mix inh 0, CatB inh 0, CatS inh 39 and CatB mix inh -7.
`COC(=O)c1c(NC(=O)CN2CCN(c3ccccc3)CC2)c2c(C)cccc2n1C` gave CatL inh 0, FXIa mix inh 2, C1s block -1, CatG inh 1, A340 absorber 1.1, FXIIa mix inh 20, CatB inh 0, CatS inh 16 and CatB mix inh -1.
For CC(=O)c1c(C)nn(C(=O)c2cccs2)c1C the results were FXIa mix inh 19, C1s block -23, CatG inh 12, A340 absorber 1, FXIIa mix inh -18, CatB inh 0, CatS inh -9 and CatB mix inh -2.
Screening Cc1c(C#N)c2ccccc2n1CC(=O)NCC1CCCO1 (stereo not given) returned FXIa mix inh 0, C1s block 4, CatG inh 9, A340 absorber 1, FXIIa mix inh 9, CatB inh 5, CatS inh -4 and CatB mix inh 1.
`c1ccc2oc(-c3nn4c(Cn5cnc6ccccc65)nnc4s3)cc2c1` gave CatL inh -7, FXIa mix inh 5, C1s block 2, CatG inh -1, A340 absorber 1.1, FXIIa mix inh 2, CatB inh -6, CatS inh -3 and CatB mix inh 3.
`Cc1cc(C)nc(SCCC(=O)N2CCOCC2)n1` gave CatL inh -3, FXIa mix inh -2, C1s block -7, CatG inh -5, A340 absorber 1, FXIIa mix inh -20, CatB inh -1, CatS inh -6 and CatB mix inh 1.
CCOc1cccc(C2C(C#N)=C(N)Oc3cc(C)n(Cc4ccccn4)c(=O)c32)c1OCC (stereo not given) was read as CatL inh -2, FXIa mix inh 1, C1s block -10, CatG inh 6, A340 absorber 1, FXIIa mix inh 3, CatB inh 8, CatS inh -8 and CatB mix inh -1.
`COCCNC(=O)c1c[nH]c2cc(OC)c(OC)cc2c1=O` gave CatL inh -2, FXIa mix inh 1, C1s block 2, CatG inh 0, A340 absorber 1, FXIIa mix inh 5, CatB inh -5, CatS inh -6 and CatB mix inh 6.
`COc1cccc(NC(=O)c2ccncc2)c1` gave CatL inh 9, FXIa mix inh 2, C1s block -40, CatG inh -9, A340 absorber 1.1, FXIIa mix inh 5, CatB inh 1, CatS inh 8 and CatB mix inh 3.
For COC(=O)COc1ccc(S(=O)(=O)NCc2cccnc2)cc1C the results were FXIa mix inh 3, C1s block -2, CatG inh 0, A340 absorber 1, FXIIa mix inh 9, CatS inh 10 and CatB mix inh -2.
`CC(=O)C1=C(O)C(=O)N(CCc2c[nH]c3ccccc23)C1c1ccco1` (stereo not given) gave CatL inh -2, FXIa mix inh 0, C1s block -1, CatG inh 29, A340 absorber 1.1, FXIIa mix inh 2, CatB inh -1, CatS inh 5 and CatB mix inh 6.
Cc1cc(C(F)(F)F)n2ncc(-c3ccccc3)c2n1 was read as CatL inh 20, FXIa mix inh 4, C1s block 10, CatG inh 14, A340 absorber 1.1, FXIIa mix inh -1, CatB inh 2, CatS inh 7 and CatB mix inh 2.
Screening COc1ccc(-c2nc(CS(=O)CC(=O)NCc3ccco3)c(C)o2)cc1OC (stereo not given) returned CatL inh 4, FXIa mix inh 4, C1s block -2, CatG inh -1, A340 absorber 1, FXIIa mix inh 5, CatB inh 2, CatS inh 16 and CatB mix inh 0.
Screening Cc1cc(=O)[nH]c(N2CCN(C(c3ccccc3)c3ccccc3)CC2)n1 returned CatL inh -3, FXIa mix inh 10, C1s block 4, CatG inh 4, A340 absorber 1, FXIIa mix inh 3, CatB inh -1, CatS inh -2 and CatB mix inh -3.
`CCOC(=O)C1CCN(C(=O)Nc2ccc(OC)c(OC)c2)CC1` gave CatL inh -2, FXIa mix inh 6, C1s block -8, CatG inh -2, A340 absorber 1, FXIIa mix inh 3, CatB inh -3, CatS inh -3 and CatB mix inh -2.
`CCn1cc(C(=O)N2CCCCC2)c(=O)c2cc(S(=O)(=O)N3CCC(C)CC3)ccc21` gave CatL inh 6, FXIa mix inh 10, C1s block 13, CatG inh 11, A340 absorber 1.1, FXIIa mix inh 0, CatB inh 4, CatS inh -1 and CatB mix inh 3.
Screening C/C(=C\c1ccco1)C1C(C#N)=C(N)OC2=C1C(=O)CC(C)(C)C2 (stereo not given) returned CatL inh -3, FXIa mix inh 9, C1s block -3, CatG inh 0, A340 absorber 0.98, FXIIa mix inh 6, CatB inh -5, CatS inh -1 and CatB mix inh 6.
Screening CC(C)(C)c1ccc(-c2cc(N)n[nH]2)cc1 returned CatL inh 2, FXIa mix inh 6, C1s block -1, CatG inh -2, A340 absorber 1, FXIIa mix inh -1, CatB inh 0, CatS inh 10 and CatB mix inh 1.
For O=C(COc1ncnc2sccc12)N1CCc2ccccc2C1 the results were CatL inh 0, FXIa mix inh 0, C1s block -1, CatG inh 7, A340 absorber 1, FXIIa mix inh 2, CatB inh 5, CatS inh -4 and CatB mix inh 3.
Screening Cc1cc(S(=O)(=O)NCC(C)C)ccc1OCC(=O)N1CCOCC1 returned CatL inh -7, FXIa mix inh 5, C1s block 7, CatG inh 9, A340 absorber 1.1, FXIIa mix inh 5, CatB inh -2, CatS inh -7 and CatB mix inh 3.

7 consecutive compounds from above:
Cc1cc(C(F)(F)F)n2ncc(-c3ccccc3)c2n1 was read as CatL inh 20, FXIa mix inh 4, C1s block 10, CatG inh 14, A340 absorber 1.1, FXIIa mix inh -1, CatB inh 2, CatS inh 7 and CatB mix inh 2.
Screening COc1ccc(-c2nc(CS(=O)CC(=O)NCc3ccco3)c(C)o2)cc1OC (stereo not given) returned CatL inh 4, FXIa mix inh 4, C1s block -2, CatG inh -1, A340 absorber 1, FXIIa mix inh 5, CatB inh 2, CatS inh 16 and CatB mix inh 0.
Screening Cc1cc(=O)[nH]c(N2CCN(C(c3ccccc3)c3ccccc3)CC2)n1 returned CatL inh -3, FXIa mix inh 10, C1s block 4, CatG inh 4, A340 absorber 1, FXIIa mix inh 3, CatB inh -1, CatS inh -2 and CatB mix inh -3.
`CCOC(=O)C1CCN(C(=O)Nc2ccc(OC)c(OC)c2)CC1` gave CatL inh -2, FXIa mix inh 6, C1s block -8, CatG inh -2, A340 absorber 1, FXIIa mix inh 3, CatB inh -3, CatS inh -3 and CatB mix inh -2.
`CCn1cc(C(=O)N2CCCCC2)c(=O)c2cc(S(=O)(=O)N3CCC(C)CC3)ccc21` gave CatL inh 6, FXIa mix inh 10, C1s block 13, CatG inh 11, A340 absorber 1.1, FXIIa mix inh 0, CatB inh 4, CatS inh -1 and CatB mix inh 3.
Screening C/C(=C\c1ccco1)C1C(C#N)=C(N)OC2=C1C(=O)CC(C)(C)C2 (stereo not given) returned CatL inh -3, FXIa mix inh 9, C1s block -3, CatG inh 0, A340 absorber 0.98, FXIIa mix inh 6, CatB inh -5, CatS inh -1 and CatB mix inh 6.
Screening CC(C)(C)c1ccc(-c2cc(N)n[nH]2)cc1 returned CatL inh 2, FXIa mix inh 6, C1s block -1, CatG inh -2, A340 absorber 1, FXIIa mix inh -1, CatB inh 0, CatS inh 10 and CatB mix inh 1.
